CendR NRP1 mod: modulators of CendR peptide binding to human neuropilin-1; O14786; FAM-RPARPAR peptide binding to NRP-1, fluorescence polarization; inhibition, % at 25 µM; hit rate 0.85% among 360,000;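 active = inhibition or corrected inhibition above about 18%, plus a signal ratio from 0.5 to 1.5, limit read from the data, passing the limit was not always enough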; note: strong numbers were not always called active
MsrA act: activators of bovine methionine sulfoxide reductase A; activation, % at 10.6 µM; AID 602163; purified bovine MsrA, absorbance read-out; hit rate 0.3% among 360,000; in the data active = activation above about 7.5%;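 note: 0% = vehicle and 100% = reference activator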
Rin1 Abl inh: human Rin1-Abl interaction inhibition | P00519+Q13671 | TR-FRET Rin1/Abl binding, biochemical | inhibition, % at 7.35 µM | hit rate 0.4% among 360,000 | AID 588664; in the data active = inhibition above about 5%, passing the limit was not always enough
Neddylation inh: inhibitors of human cullin neddylation; P61081+Q13564; TR-FRET cullin neddylation, biochemical; calls only at 25 µM; hit rate 0.58% among 360,000; in the data active = inhibition above about 36%
MT1-MMP act inh: inhibitors of human MT1-MMP activation | P50281 | HT1080 RFP-PRO-GFP cells, GFP/RFP ratio fluorescence, overnight; percent of plate control window, DMSO zero | GFP/RFP ratio change, % at 20 µM | hit rate 0.061% among 360,000;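 active = GFP/RFP ratio change of at least 30% with cell ATP level not reduced by more than half and red fluorescence within 50% of control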; note: strong numbers were not always called active
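Compound: 20 µM single dose, 1% DMSO / System: HT1080 RFP-PRO-GFP cells / Controls: DMSO and RFP-L50D-GFP cell wells / Read-out basis: GFP/RFP fluorescence ratio / Schedule: overnight compound exposure at 37 °C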
SKN-1 inh: inhibitors of C. elegans SKN-1 | C. elegans VP596 Pgst-4::GFP/RFP ratio, acrylamide-induced, 24 h | inhibition, % at 21.8 µM | hit rate 0.49% among 360,000 | AID 624304;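 active = interference check ratio from 0.5 to 1.5 plus GFP to RFP signal ratio inhibition reaching or exceeding a fixed threshold, cut at about 30% in these data, passing the limit was not always enough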; note: some compounds called inactive have numbers as strong as hits
MLLE-PAM2 inh: inhibitors of microRNA-mediated deadenylation, human PABP1 MLLE binding. hit rate 0.36% among 360,000. inhibition, % at 20 µM. AID 588489. GST-MLLE / FITC-PAM2 fluorescence polarization. P11940; in the data active = inhibition above about 35%, passing the limit was not always enough;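 note: plate controls were DMSO wells with GST-MLLE for no effect and wells lacking GST-MLLE protein for full effect; some results filed as inactive read as strong as hits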
FAS-TE inh: inhibitors of human fatty acid synthase thioesterase domain; recombinant FAS-TE, OMFH fluorogenic substrate, fluorescence endpoint; inhibition, % at 15 µM; hit rate 0.67% among 360,000; AID 602261;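 active = compounds whose normalised, plate-corrected inhibition of enzyme fluorescence in the single-dose primary screen is 50% or more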;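 note: 0% = DMSO with enzyme and 100% = substrate without enzyme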
E coli Lon inh: inhibits E. coli Lon protease; P0A9M0; purified E. coli Lon protease, fluorescence polarization; inhibition, % at 7.94 µM; hit rate 0.42% among 360,000; AID 602123; in the data active = inhibition above about 13%, passing the limit was not always enough;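 note: 0% = enzyme with probe and DMSO and 100% = no enzyme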
Target sequence (P0A9M0 whole entry, looked up): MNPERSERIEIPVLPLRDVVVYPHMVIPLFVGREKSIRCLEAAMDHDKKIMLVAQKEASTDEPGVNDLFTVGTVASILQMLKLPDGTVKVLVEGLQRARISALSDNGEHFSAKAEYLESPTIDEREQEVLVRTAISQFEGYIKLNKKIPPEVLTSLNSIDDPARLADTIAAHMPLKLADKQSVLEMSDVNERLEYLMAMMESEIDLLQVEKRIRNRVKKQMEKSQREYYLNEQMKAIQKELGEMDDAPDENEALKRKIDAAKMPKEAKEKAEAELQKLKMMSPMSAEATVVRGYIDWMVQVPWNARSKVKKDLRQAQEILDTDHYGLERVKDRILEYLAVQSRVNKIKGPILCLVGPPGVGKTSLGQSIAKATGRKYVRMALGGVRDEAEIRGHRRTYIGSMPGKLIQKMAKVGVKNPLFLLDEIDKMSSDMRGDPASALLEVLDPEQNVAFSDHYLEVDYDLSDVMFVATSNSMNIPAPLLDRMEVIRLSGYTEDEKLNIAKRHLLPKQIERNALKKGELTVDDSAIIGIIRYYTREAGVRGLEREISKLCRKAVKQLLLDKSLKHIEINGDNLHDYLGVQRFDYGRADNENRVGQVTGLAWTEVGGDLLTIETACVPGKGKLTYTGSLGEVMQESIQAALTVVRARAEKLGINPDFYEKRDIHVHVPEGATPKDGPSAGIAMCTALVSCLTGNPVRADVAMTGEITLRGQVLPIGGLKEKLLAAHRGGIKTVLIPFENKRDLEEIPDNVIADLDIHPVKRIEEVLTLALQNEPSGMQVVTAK
An asterisk follows results filed as active; i = inactive; . = not tested or not shown.

canonical_smiles	MT1-MMP act inh	MsrA act	FAS-TE inh	Neddylation inh	CendR NRP1 mod	Rin1 Abl inh	SKN-1 inh	MLLE-PAM2 inh	E coli Lon inh
Cc1ccc(C(=O)Nc2cc(Cl)ccc2-n2cncn2)o1	-7	-3	-4	i	-17	1	11	-54	10
CCCCn1nnnc1C1(C)CCC(=O)N1CC1CCCCC1 (configuration not stated)	3	1	-12	i	-1	.	8	.	-4
O=C(O)c1cccc2c1C(=O)c1ccc(N3CCCC3)cc1S2(=O)=O	-88	-3	-20	i	-80	-3	13	10	48*
COc1ccccc1/C=C/C(=O)OCCN1C(=O)c2ccccc2C1=O	2	-1	0	i	9	-4	5	-3	-7
COc1ccc(-c2cc(C(=O)NCCc3ccccc3)no2)cc1OC	6	-1	-6	i	2	-1	21	4	4
CC1CC(=O)Nc2ccccc2N1S(=O)(=O)c1cccc(F)c1 (configuration not stated)	5	-4	-6	i	-3	-1	3	8	-5
C=CCNc1nc(C(=O)OCC(=O)c2ccc(OC)cc2OC)cs1	0	2	-1	i	7	-1	-3	-4	-6
CCCCN(C)/C=N/c1c(C#N)cnn1-c1ccc(C)cc1	2	-1	11	i	0	-2	-13	9	-6
CC1CCc2nc3ccc(S(=O)(=O)N4CCC(C(=O)NC5CCCC5)CC4)cc3c(C(=O)O)c2C1 (configuration not stated)	-2	-3	-6	i	-6	-4	4	2	6
CCOC(=O)c1cccc(NC(=O)CCc2nc(-c3ccccc3F)no2)c1	1	0	10	i	0	-1	-13	-2	-6
Cc1[nH]n(CCC#N)c(=O)c1CC(=O)N1CCN(c2ccccc2)CC1	16	4	-5	i	19	-3	2	-1	10
O=C(NC1CCCCC1)C1CC(=O)N(CCc2ccccc2)C1 (configuration not stated)	9	-2	-6	i	0	0	4	-2	4
CC1CCN(S(=O)(=O)N2CCC(C(=O)NCCN3CCOCC3)CC2)CC1	0	-1	-6	i	-4	-1	12	-9	2
COc1ccccc1Cc1c(-c2ccc(F)cc2)nc2ccc(Cl)cn12	-3	-4	-7	i	-24	2	14	7	-12
CC(C)=CCCC(C)=CCN1C(=O)CN(C)C1=O	0	0	-4	i	0	-4	3	3	-15
COc1ccc(OC)c(S(=O)(=O)NCc2ccccn2)c1	-2	-3	-6	i	-1	2	4	0	7
O=C(N/N=C/c1cccnc1)C12CC3CC(CC(C3)C1)C2	-5	-2	-3	i	15	0	-5	-7	-1
Cc1ccc(C(=O)NCC(=O)OCC(=O)c2c(N)n(C)c(=O)n(C)c2=O)s1	1	0	-4	i	2	0	18	-4	-5
COc1ccc(OC)c(C(=O)Cn2nnc3ccccc3c2=O)c1	2	-6	2	i	-18	0	-16	6	-5
O=C1C2CC=C(Cl)CC2C(=O)N1CCCCCCN1C(=O)C2CC=C(Cl)CC2C1=O (configuration not stated)	-16	-1	0	i	-4	-3	8	16	32
CCc1nnc(NC(=O)c2ccc(COc3ccccc3C)o2)s1	0	0	-4	i	-5	-1	7	6	0
COc1cccc(/C=C/c2ccc3cccc(O)c3n2)c1	3	0	16	i	3	-6	17	-12	5
CC(=O)c1cccc(OCC(=O)Nc2ccccc2N2CCOCC2)c1	-2	-9	4	i	-1	1	9	-18	3
COc1ccc(CCNC(=O)CN(c2ccc(OC)c(OC)c2)S(C)(=O)=O)cc1OC	5	3	-2	i	6	4	15	5	8
CC(COc1ccccc1)N(CCCl)Cc1ccccc1 (configuration not stated)	1	-3	2	i	-5	1	-2	5	1
CCCc1ccc(C(=O)COC(=O)CN2C(=O)NC3(CCCCC3C)C2=O)cc1 (configuration not stated)	6	-10	14	i	-3	-2	1	-7	-5
CC(=O)N(c1ccc(C(F)(F)F)cc1)S(=O)(=O)c1ccc(N2C(=O)CCC2=O)cc1	-3	-1	-1	i	-10	2	3	-2	-1
C[C@@H](NC(=O)[C@@H]1Cc2ccccc2CN1)C(=O)Nc1ccc2c(c1)OCO2	7	-2	-5	i	-3	3	8	0	-1
COc1cc(C)c(C(C)C)cc1S(=O)(=O)n1cnc(C)c1	4	-1	9	i	-13	-1	6	-7	-5
CC1CCN(C(=S)NC(=O)c2ccccc2)CC1	7	-8	-5	i	6	1	-13	11	-6

canonical_smiles	MT1-MMP act inh	MsrA act	FAS-TE inh	Neddylation inh	CendR NRP1 mod	Rin1 Abl inh	SKN-1 inh	MLLE-PAM2 inh	E coli Lon inh
NC1=NC(=O)C2(COC(c3cccnc3)OC2)S1 (configuration not stated)	0	-10	-4	i	0	3	11	12	-3
CCc1nnc(NC(=O)CSc2nc(C)cs2)s1	2	-4	-4	i	19	4	4	-2	-14
COc1ccccc1CNC(=O)C1CC2Cn3c(nc4ccccc43)C2N1C (configuration not stated)	2	0	-7	i	-21	2	8	6	-3
COC(=O)C(N)Cc1ccc(O)c(O)c1 (configuration not stated)	1	-3	-4	i	8	1	-25	4	6
CCCCN(CC)Cc1ccc(CNC(=S)Nc2ccc(C)cc2Cl)o1	-7	-2	-7	i	-9	-3	1	-11	-1
CCOC(=O)c1csc(-c2sccc2Br)n1	-4	-8	2	i	1	-36	-13	1	9
Cc1ccccc1-c1nnc(SCC(=O)c2c(N)n(C3CC3)c(=O)[nH]c2=O)o1	-4	-3	-9	i	-2	-3	-4	11	-6
O=C(CSc1nnc(SCc2ccc(Cl)cc2)s1)N1CCOCC1	3	-1	-2	i	9	5	7	-8	-8
O=C(NCC(=O)N(CCN1CCOCC1)C(C(=O)NC1CCCC1)c1cccnc1)c1cccs1 (configuration not stated)	1	-4	-9	i	-2	1	0	-1	-4
Cc1ccc(N(C(=O)c2csnn2)C(C(=O)NC2CCCC2)c2cccnc2)c(C)c1 (configuration not stated)	0	-7	-1	i	-9	0	6	15	5
COc1cccc(C(=O)NC(C)CCc2ccccc2)c1 (configuration not stated)	-1	-2	-1	i	17	-3	11	1	-1
Cc1cccc(/N=C/c2c(O)n(Cc3ccc4c(c3)OCO4)c(=O)c3ccccc23)n1	-1	-2	-3	i	-9	1	-2	18	0
CCCN(CCC)CC(O)COc1ccc2c(c1)OCO2 (configuration not stated)	0	-1	-4	i	13	-1	4	-5	10
Cc1ccc(S(=O)(=O)CC(=O)N2CCCC2)cc1	-5	-12	-10	i	-4	1	-9	-15	-3
O=C(CSc1nc2ccc(Cl)cc2[nH]1)NCc1ccco1	-1	2	-2	i	14	-2	-4	-70	-9
COc1ccc2cc(C(=O)O)n(CC(=O)c3ccccc3)c2c1	0	-1	-2	i	8	-1	-4	6	3
COC(=O)c1c(N)[nH]c(C(=O)c2ccccc2)c1-c1ccc(Br)cc1	4	-2	-5	i	15	.	12	.	-10
CC(=O)N1CCN(C(=O)CCc2nc3ccccc3c(=O)[nH]2)CC1	6	-3	-6	i	14	0	13	-1	-5
COc1ccc(CNCCCSc2ncccn2)cc1OC	2	-2	-1	i	-7	-1	20	19	-7
COc1ccc(CN2CCC[C@]3(N[C@H](c4ccccc4)[C@@H]4C(=O)N(C)C(=O)[C@@H]43)C2=O)cc1	-1	-5	-8	i	2	-2	-1	8	-5
CCOc1c2ccc(C(=O)NCC34CC5CC(CC(C5)C3)C4)cc2nn1CC	6	0	0	.	-9	1	20	3	7
c1ccc2c(c1)oc1c(Nc3ccc(CN4CCOCC4)cc3)ncnc12	14	-1	-5	i	-7	-5	4	-6	-8
COC(=O)c1sccc1-n1cccc1C(=O)NCc1ccccc1	6	-2	-8	i	4	-3	-2	5	-4
Cc1ccccc1OCCC(=O)OCC(=O)Nc1ccc(C(N)=O)cc1	2	-2	-7	i	-15	1	-15	-28	5
Cn1cc(/C=C(\C(=O)O)C(C(=O)O)=C2CCCCC2)c2ccccc21	-1	-11	-5	i	-3	3	1	3	-3
COc1cc(C2c3c([nH]c(=O)[nH]c3=O)Nc3ccc4ccccc4c32)cc(OC)c1OC (configuration not stated)	-1	-9	1	.	-93	0	6	11	2
CCCCN(C)S(=O)(=O)c1ccc(C(=O)Nc2nnc(CSC)o2)cc1	-6	-2	-5	i	-7	-2	51	12	7
O=C(NCCNc1ccc([N+](=O)[O-])cc1C(F)(F)F)c1ccccc1F	2	-11	25	i	-2	1	-9	3	-6
Cc1ccc(C)c(N2CCN(C(=O)CCC(=O)Nc3nnc(C(F)(F)F)s3)CC2)c1	3	-1	10	i	-9	-1	3	-6	0
Brc1cccc(OCCCN2CCCCCC2)c1	2	-4	-6	i	-2	0	4	3	4

Of the compounds above, 2 have a cyano group.
canonical_smiles	MT1-MMP act inh	MsrA act	FAS-TE inh	Neddylation inh	CendR NRP1 mod	Rin1 Abl inh	SKN-1 inh	MLLE-PAM2 inh	E coli Lon inh
CCCCN(C)/C=N/c1c(C#N)cnn1-c1ccc(C)cc1	2	-1	11	i	0	-2	-13	9	-6
Cc1[nH]n(CCC#N)c(=O)c1CC(=O)N1CCN(c2ccccc2)CC1	16	4	-5	i	19	-3	2	-1	10

New compounds follow
canonical_smiles	MT1-MMP act inh	MsrA act	FAS-TE inh	Neddylation inh	CendR NRP1 mod	Rin1 Abl inh	SKN-1 inh	MLLE-PAM2 inh	E coli Lon inh
Cc1ccc(C(=O)c2c[nH]cc2-c2ccccc2)cc1	7	0	0	i	2	-1	2	6	6
CC(c1ccccc1C(=O)O)c1cc(F)cc2ccccc12 (configuration not stated)	2	-1	-7	i	-6	-1	6	0	-2
O=C(C1=NNC2C(=O)N(c3ccccc3)C(=O)C12)c1nc(Cl)ccc1Cl (configuration not stated)	-6	-4	-9	i	-2	1	-2	-8	-3
C=CCNC(=O)c1cnn(-c2ccccc2)c1-c1ccccc1	2	0	-4	i	26*	-1	-1	-8	-1
Cc1cc(NC(=O)c2ccccc2Cl)n(C(C)(C)C)n1	1	-6	-6	i	-4	-3	-18	4	-8
CC(=O)N1Cc2cc(N)ccc2Oc2ccccc21	2	-5	-5	i	6	1	6	-9	6
O=C(CCn1c(=S)[nH]c2ccccc2c1=O)NCCc1ccccc1	3	-10	-9	i	-4	0	1	-86	1
COc1ccc(CCn2ccc(O)c(Cc3ccc(Cl)cc3)c2=O)cc1OC	2	-4	-7	i	9	1	-12	6	2

Outcome played no part in choosing rows, and some 4% of all compounds hit somewhere here.
